# PMI activator = increases human mannose-6-phosphate isomerase activity. activation factor at 20 µM. 0.005% of 190,000 active. purified human PMI, coupled resazurin fluorescence, 20 min; hits give high values; 1 = vehicle control, 0 substrate-free wells. P34949. AID 1214;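 active = activation factor of 2 or more at 20 µM, relative to plate controls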
# Target sequence (P34949 whole entry, looked up): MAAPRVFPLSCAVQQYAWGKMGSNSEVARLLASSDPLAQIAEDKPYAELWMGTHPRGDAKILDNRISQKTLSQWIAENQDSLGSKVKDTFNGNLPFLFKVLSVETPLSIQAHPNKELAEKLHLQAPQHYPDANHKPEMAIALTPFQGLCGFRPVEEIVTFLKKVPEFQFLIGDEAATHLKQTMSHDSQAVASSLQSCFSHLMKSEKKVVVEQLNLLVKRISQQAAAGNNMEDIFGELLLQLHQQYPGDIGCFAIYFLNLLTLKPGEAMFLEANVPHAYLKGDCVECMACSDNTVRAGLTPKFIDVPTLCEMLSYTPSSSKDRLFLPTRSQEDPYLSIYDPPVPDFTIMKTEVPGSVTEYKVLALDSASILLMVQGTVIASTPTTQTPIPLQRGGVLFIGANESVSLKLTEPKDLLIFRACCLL
# S1P3 antagonist = S1P3 (human) receptor antagonism | CHO S1P3 NFAT-BLA reporter, FRET fluorescence, antagonist mode | inhibition, % at 4.98 µM | 0.27% of 170,000 active;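 active = inhibition above the plate cutoff, the mean inhibition of test wells on that plate plus 3 SD, cut at about 28% in these data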;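 also: cells challenged with S1P at its EC80 of 0.8 µM; blue over green emission ratio from cleaved BLA substrate after 4 h stimulation; 0% = S1P-stimulated wells and 100% = unstimulated DMSO-only wells; some compounds past the cut are filed as inactive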
# Target sequence (Q99500 whole entry, looked up): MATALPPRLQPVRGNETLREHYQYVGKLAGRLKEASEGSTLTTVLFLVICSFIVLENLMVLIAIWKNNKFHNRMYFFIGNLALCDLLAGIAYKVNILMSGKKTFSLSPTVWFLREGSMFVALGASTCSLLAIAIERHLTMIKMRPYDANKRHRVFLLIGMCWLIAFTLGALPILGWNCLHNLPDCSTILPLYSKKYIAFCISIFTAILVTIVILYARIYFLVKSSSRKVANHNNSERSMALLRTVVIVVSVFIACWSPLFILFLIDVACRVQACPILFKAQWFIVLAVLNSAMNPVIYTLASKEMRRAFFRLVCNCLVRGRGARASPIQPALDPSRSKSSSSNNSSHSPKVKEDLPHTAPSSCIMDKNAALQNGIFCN
# TNAP inh hi DEA = inhibitors of human TNAP at high phosphate acceptor concentration | P05186 | purified TNAP, CDP-star luminescence, 1 M DEA | inhibition, % at 20 µM | 0.03% of 200,000 active;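 active = over 50% inhibition of tissue-nonspecific alkaline phosphatase at 20 µM in the single-dose screen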;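 also: plate controls were DMSO wells for no effect and EDTA-quenched wells as full inhibition for full effect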
# Hsp70 act = Hsp70 transcriptional activation, primary screen. HeLa Hsp70 promoter luciferase reporter, luminescence; scaled: vehicle 0, proteasome-inhibitor control 100%. activation, % at 10 µM. 0.04% of 200,000 active. AID 1203;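 active = activation above the mean across all tested compounds plus 3 SD, cutoff set per campaign, cut at about 5.5% in these data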;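 also: 100% = MG132 at 30 µM as the positive control and 0% = DMSO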
# HMGR II inh = inhibitors of class II HMG-CoA reductase from Enterococcus faecalis. purified E. faecalis HMGR, NADPH absorbance 340 nm kinetic. inhibition, % at 10 µM. 0.41% of 190,000 active;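 active = inhibition above a set limit, the median over all tested compounds plus 3 SD, cut at about 9.5% in these data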;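 also: enzyme runs in reverse so mevalonate oxidation gives rising NADPH absorbance; 0% = complete reaction with DMSO and 100% = background rate lacking mevalonate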
# TNAP inh noacc = inhibitors of human TNAP without phosphate acceptor; P05186; purified TNAP, CDP-star luminescence, 30 min; inhibition, % at 20 µM; 0.26% of 200,000 active;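 active = tissue-nonspecific alkaline phosphatase inhibition above about 50% at 20 µM in the single-dose screen, limit read from the data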;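 also: 0% = DMSO negative control and 100% = EDTA positive control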
# Lmaj promast = reduces viability of Leishmania major promastigotes | 9% of 200,000 active | inhibition, % at 10 µM | AID 1063 | resazurin fluorescence viability; in the data active = inhibition above about 50%;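 also: promastigotes grown with compound for 44 hours at 28 °C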
# RAM network inh = inhibitors of the yeast RAM network; S. cerevisiae dse1pr::URA3 reporter, 5-FOA growth OD615, 2 d; analog-sensitive cbk1-as2 kinase mutant strain; inhibition, % at 50 µM; 1.8% of 190,000 active; AID 868;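 active = inhibition above a set limit, 3 SD over mean compound inhibition, cut at about 8.4% in these data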;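 also: 0% = DMSO-only wells with no growth and 100% = 10 µM 1-NA-PP1 full growth; inhibition rescues growth on 5-FOA so higher OD means more RAM inhibition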
# PMI act satM6P = increases human PMI activity with near-saturating mannose 6-phosphate; coupled PMI enzyme assay, resazurin fluorescence, 20 min; hits give high values; 1 = untreated enzyme, 0 = substrate-free blank; activation factor at 20 µM; 0.34% of 190,000 active;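 active = activation factor of 2 or more at 20 µM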
#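 Test system: Human PMI in coupled enzyme assay | Input: 15 ng/mL PMI | Medium: HEPES-buffered pH 7.4 with magnesium and detergent | Compound: One concentration, 20 µM, in 1% DMSO | Incubation: Enzyme reaction with compound 20 min at room temperature | Detection: Diaphorase-driven resazurin-to-resorufin fluorescence, excitation 544, emission 590 nm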
# DTT redox prof = compounds producing H2O2 with reducing agent – biochemical, NIH compound library profiling, artefact control for MLSCN library redox annotation, primary screen | DTT-dependent redox cycling H2O2, phenol red/HRP absorbance; 100% = 100 µM peroxide control, 0% = buffer | activation, % at 10 µM | 0.03% of 200,000 active | AID 878;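 active = activation of at least 50% relative to the plate's high and low controls in the primary single-dose screen; inactive = activation below 50%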;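 also: compound incubated with DTT at 0.8 mM final as the reducing agent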
# * marks the source's active call; other numbers are inactive results; · = no result given.
# Every second line gives: TNAP inh noacc, Lmaj promast, RAM network inh, PMI activator, TNAP inh hi DEA, HMGR II inh, DTT redox prof, S1P3 antagonist, Hsp70 act, PMI act satM6P
> CC(C)OCCCNC(=O)c1ccc(N(C)S(C)(=O)=O)cc1
→ -9, -8, 0.7, 0.9, -6, 1, 0.2, 12, -0.1, 0.9
> CC1=NN(c2ccccc2)C(=O)C1(C)C
→ -1, -7, 1.6, 1, -6, 2, 1.1, ·, 0.0, 1
> COc1ccc(CNc2nc3c(c(C(F)(F)F)n2)CCCCC3)cc1
→ -7, 14, 4.8, 0.8, -4, 0, -0.2, ·, -0.4, 0.8
> COc1ccc(OCC(O)CN2CCCCC2)cc1 (stereo unspecified)
→ -9, 8, 0.2, 0.9, -2, -11, -0.3, -37, -0.1, 0.9
> Cc1ccccc1N1C(=O)c2cccc3c(N(C)CCO)ccc(c23)C1=O
→ 10, 2, 2.4, 1, 17, -3, -0.6, -31, 0.0, 1
> C/C(=N\NC(=S)NC1CCCCC1)c1cccc(Br)c1
→ -7, 0, 1.8, 0.9, 1, -1, 0.4, -7, -0.3, 1
> O=C(COc1ccccc1)N1CCN=C1SCc1ccccc1
→ -9, -8, 2.7, 1, -1, 5, 0.5, 5, -0.1, 1
> Cc1ccc(C#CC[N+](C)(C)CC#Cc2ccccc2)cc1
→ -5, 100*, 2.2, 1.1, -4, -2, -1.5, 2, -0.1, 1
> Cc1ccnc(NC(=O)C2CCCN(S(=O)(=O)c3cnc[nH]3)C2)c1 (stereo unspecified)
→ -2, -4, -0.2, 1, -4, 3, -0.2, -32, -0.4, 1
> COC(=O)c1ccc(OC(=O)C2CC(=O)N(c3cccc(C)c3)C2)cc1 (stereo unspecified)
→ -4, -6, 1.8, 0.9, -3, -5, 0.3, -13, -0.1, 0.9
> COCCCNC(=O)CCn1c(=O)c2ccccc2n(CC(=O)Nc2cc(Cl)ccc2C)c1=O
→ -12, -4, 0.4, 0.9, -4, 3, -0.8, -15, 0.0, 0.9
> O=C(Cc1cccs1)N/N=C/c1ccc(OCc2ccccc2)cc1
→ -26, -2, 10*, 1, -3, 3, -0.1, -14, -0.5, 1.1
> COc1cc(C2Nc3cccc4cccc(c34)N2)cc(OC)c1OC(C)=O
→ 0, -1, 3.6, 1.2, 5, 2, 1.7, ·, -0.1, 1.5
> O=C(COC(=O)c1ccccn1)Nc1c(Cl)cccc1Cl
→ -9, 7, 0.5, 1, -2, 0, 0.0, -10, -0.3, 1
> CC1CCN(S(=O)(=O)c2cccc(-c3cn4cc(Cl)ccc4n3)c2)CC1
→ -8, 13, 0.8, 0.9, -5, -5, 0.2, ·, 0.0, 0.9

# Sorted by molecular weight (ascending): part of the list above.
# Every second line gives: TNAP inh noacc, Lmaj promast, RAM network inh, PMI activator, TNAP inh hi DEA, HMGR II inh, DTT redox prof, S1P3 antagonist, Hsp70 act, PMI act satM6P
> CC1=NN(c2ccccc2)C(=O)C1(C)C
→ -1, -7, 1.6, 1, -6, 2, 1.1, ·, 0.0, 1
> COc1ccc(OCC(O)CN2CCCCC2)cc1 (stereo unspecified)
→ -9, 8, 0.2, 0.9, -2, -11, -0.3, -37, -0.1, 0.9
> Cc1ccc(C#CC[N+](C)(C)CC#Cc2ccccc2)cc1
→ -5, 100*, 2.2, 1.1, -4, -2, -1.5, 2, -0.1, 1
> O=C(Cc1cccs1)N/N=C/c1ccc(OCc2ccccc2)cc1
→ -26, -2, 10*, 1, -3, 3, -0.1, -14, -0.5, 1.1
> COc1ccc(CNc2nc3c(c(C(F)(F)F)n2)CCCCC3)cc1
→ -7, 14, 4.8, 0.8, -4, 0, -0.2, ·, -0.4, 0.8
> COC(=O)c1ccc(OC(=O)C2CC(=O)N(c3cccc(C)c3)C2)cc1 (stereo unspecified)
→ -4, -6, 1.8, 0.9, -3, -5, 0.3, -13, -0.1, 0.9
> CC1CCN(S(=O)(=O)c2cccc(-c3cn4cc(Cl)ccc4n3)c2)CC1
→ -8, 13, 0.8, 0.9, -5, -5, 0.2, ·, 0.0, 0.9

# (cont.)
# Every second line gives: TNAP inh noacc, Lmaj promast, RAM network inh, PMI activator, TNAP inh hi DEA, HMGR II inh, DTT redox prof, S1P3 antagonist, Hsp70 act, PMI act satM6P
> CC(C)Cn1c(=O)c(-[n+]2ccccc2)c([O-])c2ccccc21
→ -9, -6, -0.9, 0.8, -5, -1, 0.0, -30, -0.2, 0.8
> CC(=O)N(/N=C1\Sc2ccccc2C1=O)c1ccccc1
→ 5, -2, 1.5, 0.9, 32, -1, 0.2, ·, -0.3, 0.9
> CN=C1NN=C(c2cc(C)n(-c3ccc(Cl)cc3)c2C)CS1
→ -6, 4, 0.8, 1.4, -4, -3, -0.8, -19, -0.1, 1.4
> S=C(NCCN1CCOCC1)NC1CCCC1
→ 4, -1, -0.6, 1.1, -2, -4, 0.4, -19, 0.1, 1
> O=C(CCCC(=O)N(CC(=O)NC1CCCC1)Cc1ccccc1)Nc1ccccn1
→ -6, -2, 0.0, 1, -7, 4, -0.5, -14, 0.1, 1.1
> C/C(CCc1ccco1)=N/NC(=O)CCC(=O)Nc1cccc(Cl)c1
→ -15, -8, 2.2, 1, -6, -1, 22, ·, 0.1, 1
> CC(=O)c1ccc(NC(=O)C2CCC(C)NC2=O)cc1 (stereo unspecified)
→ -9, -4, -0.5, 1, -3, -7, 2.0, -11, -0.6, 1
> COC(=O)C1=C(N)c2c(F)cccc2C1(C#N)c1ccc(F)cc1 (stereo unspecified)
→ -3, 51*, 1.3, 0.9, 2, -1, 0.1, ·, 0.1, 1
> Cc1ccc(S(=O)(=O)CCc2nc3ccccc3s2)cc1C
→ -10, -5, 2.2, 0.8, -8, -3, 0.4, ·, -0.2, 0.9
> CS(=O)(=O)N1CCn2c1nc1ccccc12
→ -15, 1, 0.3, 1.1, -10, 0, -0.4, -35, -0.2, 1.2
> ClCc1ncc(-c2ccc(Cl)cc2)o1
→ 8, 9, 0.4, 1.2, -5, -1, -0.2, -5, -0.5, 1.1
> Cc1ccc(Nc2nc(N)nc(CN3CCN(C(=O)c4ccco4)CC3)n2)cc1Cl
→ -4, 14, 2.0, 1, -6, 0, 1.8, 0, 0.8, 1
> Cc1ccc(NC(=O)COC(=O)/C=C/c2cccc(Cl)c2)cc1S(=O)(=O)N1CCOCC1
→ -3, -4, 6.3, 0.8, 3, -3, 0.4, -2, 0.0, 0.9
> CCCCS(=O)(=O)NC1=NCN(CCO)CN1
→ 2, -3, -1.3, 0.9, 3, -5, -0.5, -19, -0.4, 0.9
> CCOC(=O)c1nn(-c2ccc3c(c2)OCCO3)cc1O
→ -10, -14, 0.0, 1, -4, 2, -2.2, -9, 0.3, 0.9

# Remaining list, next part
# Every second line gives: TNAP inh noacc, Lmaj promast, RAM network inh, PMI activator, TNAP inh hi DEA, HMGR II inh, DTT redox prof, S1P3 antagonist, Hsp70 act, PMI act satM6P
> COc1ccc(CCNC(=O)CCCn2c(SCC(N)=O)nc3cc4c(cc3c2=O)OCO4)cc1OC
→ 0, -3, 1.6, 0.9, -5, -1, -0.3, -9, 0.1, 0.9
> COc1ccccc1-c1cc(-c2ccc(C)cc2)nc(SCc2nnc(-c3ccccc3)o2)c1C#N
→ -13, 20, 6.5, 0.9, -3, -2, 0.1, ·, -0.6, 0.9
> CCc1cccc(NC(=O)Cc2ccc(OC)c(OC)c2)c1
→ -8, -4, 0.6, 1, -5, 3, 0.1, -11, -0.4, 1.1
> O=C(CCc1ccccc1)Nc1nc2n(n1)C(c1ccc(Cl)cc1)CC(=O)N2 (stereo unspecified)
→ -9, 31, 2.1, 0.8, -2, -2, 0.6, -14, -0.2, 0.9
> CC(C)(C)c1cnnn1-c1ccc(C(=O)CCl)cc1
→ 0, 69*, 2.2, 1, 3, -1, 1.9, ·, -0.4, 1.2
> COc1ccc(-c2cnc3c(c2)CCC3(C#N)C#N)cc1
→ 3, 32, 1.4, 1, -3, -3, 0.0, -1, -0.2, 1
> COc1cc(Cl)c(S(=O)(=O)N2CCOCC2)cc1Cl
→ -5, -1, 0.9, 0.9, -1, -1, -1.5, -14, -0.4, 0.9
> CCOc1ccc(CC(=O)N2CCN(c3ccc(N4CCOCC4)nn3)CC2)cc1OCC
→ -6, -8, 1.0, 0.9, 1, -5, -1.2, -7, -0.2, 0.9
> O=C(NCCCN1CCOCC1)c1ccco1
→ -17, -1, 3.7, 1, -8, 4, 0.0, 4, -0.4, 1
> Cc1cccc(NC2=NCC(=O)N2Cc2ccccc2)c1
→ -9, 11, 0.7, 1, -1, -11, 1.3, ·, -0.2, 1.3
> CCOC(=O)c1c(C)[nH]c(C(=O)N/N=C\c2ccccc2Cl)c1C
→ -13, 16, 5.7, 0.9, -2, -7, 0.0, -26, -0.2, 1
> NNC(=O)[C@@H]1C[C@@H]1c1ccccc1
→ -13, -4, 1.2, 0.9, -2, 0, -0.1, 22, -0.2, 1
> O=[N+]([O-])c1ccccc1S(=O)(=O)N1CCN(Cc2cc3c(cc2O)OCO3)CC1
→ -7, -2, 1.6, 0.7, 0, 2, -1.4, -1, -0.4, 0.4
> CCc1ccc(/C=C2\SC(=S)N(CCC(=O)N3CCN(C)CC3)C2=O)cc1
→ -7, 99*, -0.2, 1, 1, 2, 0.8, -14, 0.0, 0.9
> CCc1sc(NC(C)=O)nc1-c1ccccc1
→ -6, -2, -1.2, 0.8, -1, -3, 0.0, 1, 0.1, 0.9
> Cc1cc(OCCCCn2ccnc2)cc(C)c1Cl
→ -7, 99*, 1.0, 1.1, 3, 0, -0.2, 3, -0.2, 1
> CC(=O)Nc1ccc(S(=O)(=O)N[C@H](C(=O)O)C(C)C)cc1
→ -12, -3, 1.1, 1, -4, -3, -0.1, 15, 0.0, 1
